# From PubChem
# V-ATPase pHluor = regulators of yeast V-ATPase proton pumping, primary screen, pHLuorin cytosolic pH fluorescence; response, % at 10 µM; hit rate 0.37% among 350,000; AID 504577, 2011; S. cerevisiae; in the data active = response mostly above about 7.3%, no sharp cut-off; inactive = mostly below about 5.4%; note: actives read high; inactives centre near 0; some compounds called inactive have numbers as strong as hits; reference of the scale not given here
# CAL PDZ FP = untagged CAL PDZ binding inhibitors, primary screen, biochemical, fluorescence polarization, HTS; purified CAL PDZ, TMR-peptide fluorescence polarization, 1 h; hit rate 0.92% among 300,000; AID 602252, 2012; inhibition, % at 24.9 µM;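 active = mean inhibition of at least 30% with at least half of replicates also reaching 30%; inconclusive = no clear call, values can overlap the other calls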;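 note: 0% = DMSO neutral control and 100% = excess unlabeled competitor peptide PRC23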
# cardiac RTF act = cardiac RTF calcium sensitivity activators, primary screen, biochemical, IANBD-TnC fluorescence, EC20 calcium; Troponin I, cardiac muscle (Homo sapiens) + Troponin T, cardiac muscle (Homo sapiens) + …; IANBD-labeled TnC RTF fluorescence at EC20 calcium; 0% EC20 calcium, 100% full calcium; activation, % at 7.2 µM; hit rate 0.24% among 340,000;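 active = activation above the mean over all tested compounds plus 3 SD, cut at about 30% in these data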;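 note: rise in fluorescence read as greater calcium sensitivity of cardiac thin filaments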
# HTR5A inv ag = HTR5A inverse agonists in luminescence cell assay, primary screen, counter-screen for OPRM1-OPRD1 heterodimer inverse agonist project, full-deck HTS | inhibition, % at 9.3 µM | hit rate 0.083% among 340,000 | HTR5A cell line, inverse agonism | AID 504634, 2011; in the data active = inhibition mostly above about 23%, no sharp cut-off; inactive = mostly below about 18%;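 note: 0% = cells with DMSO and 100% = no-cell wells with DMSO; some compounds called inactive have numbers as strong as hits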
# LANA DNA inh = inhibitors of KSHV C-LANA binding to DNA, primary screen, biochemical, fluorescence polarization, FAM-LBS DNA, MBP-C-LANA, single point; Kaposi's sarcoma herpesvirus LANA C-terminal domain (residues 932-1162) DNA binding; inhibition, % at 9 µM; hit rate 0.078% among 340,000; AID 504423, 2011;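 active = highest replicate inhibition at or above 60% at 9 µM, even if other replicates fall short; inactive = all replicates below 60% inhibition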;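 note: 0% = neutral control wells and 100% = 4 µM acridine orange control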
# OPRM1-OPRD1 ag = agonists of OPRM1-OPRD1 heterodimerization, primary screen, cell-based, luminescence | AID 504326, 2011 | activation, % at 9.3 µM | cells | Mu-type opioid receptor (Homo sapiens) + Delta-type opioid receptor (Homo sapiens), … | hit rate 0.3% among 340,000; in the data active = activation above about 18%;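 note: 0% = vehicle-treated cells and 100% = reference agonist; values of inactives mirror those of a sister screen read the other way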
# Target sequence (P35372 whole entry, looked up): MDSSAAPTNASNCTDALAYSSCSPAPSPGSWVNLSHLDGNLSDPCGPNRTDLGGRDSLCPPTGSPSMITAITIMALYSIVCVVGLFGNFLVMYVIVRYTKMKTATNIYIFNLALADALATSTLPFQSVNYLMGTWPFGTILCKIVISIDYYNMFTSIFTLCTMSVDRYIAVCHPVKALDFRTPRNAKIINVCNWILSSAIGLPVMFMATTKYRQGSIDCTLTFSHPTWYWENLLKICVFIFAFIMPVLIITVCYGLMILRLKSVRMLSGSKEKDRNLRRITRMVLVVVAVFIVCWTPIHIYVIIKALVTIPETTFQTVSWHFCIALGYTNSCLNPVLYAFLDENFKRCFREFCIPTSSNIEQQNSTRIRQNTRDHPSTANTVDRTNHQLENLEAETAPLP
# Target sequence (P41143 whole entry, looked up): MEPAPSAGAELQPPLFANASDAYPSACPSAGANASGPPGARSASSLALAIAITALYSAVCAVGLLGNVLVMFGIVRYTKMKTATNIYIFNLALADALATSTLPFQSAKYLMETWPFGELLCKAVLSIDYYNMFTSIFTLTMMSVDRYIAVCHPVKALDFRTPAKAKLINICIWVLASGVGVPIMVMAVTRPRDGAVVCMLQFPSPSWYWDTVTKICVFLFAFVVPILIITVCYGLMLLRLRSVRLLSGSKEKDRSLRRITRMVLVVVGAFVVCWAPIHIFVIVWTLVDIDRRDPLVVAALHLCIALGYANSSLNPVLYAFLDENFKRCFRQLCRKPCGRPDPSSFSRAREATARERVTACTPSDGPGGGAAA
# RTF Ca sens inh = cardiac RTF calcium sensitivity inhibitors, primary screen, biochemical, IANBD-TnC fluorescence, EC70 calcium. Troponin I, cardiac muscle (Homo sapiens) + Troponin T, cardiac muscle (Homo sapiens) + …. IANBD-labeled cardiac RTF, Ca2+ fluorescence. inhibition, % at 7.15 µM. hit rate 0.12% among 340,000. AID 493244, 2011;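 active = inhibition above the mean inhibition of all tested compounds plus 3 SD, cut at about 17% in these data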;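 note: assay run at fixed EC70 calcium of 1.6 mM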
# Keap1 Nrf2 FP = Keap1-Nrf2 protein-protein interaction inhibitors, primary screen, biochemical, fluorescence polarization, single point | Kelch-like ECH-associated protein 1 (Homo sapiens), Q14145 | Keap1 Kelch-Nrf2 peptide fluorescence polarization, 1536-well | inhibition, % at 9.4 µM | hit rate 0.15% among 340,000 | AID 504523, 2011; in the data active = inhibition above about 12%; inconclusive = no clear call, values can overlap the other calls; inactive = below about 7.3%;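 note: human Keap1 Kelch domain with fluorescein labeled Nrf2 9mer peptide probe; 0% = neutral control wells and 100% = peptide positive control; higher means more block of Keap1 binding to Nrf2 peptide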
# OPRM1-OPRD1 inv = inverse agonists of MOR-DOR heterodimerization, primary screen, cell-based, luminescence | Mu-type opioid receptor (Homo sapiens) + Delta-type opioid receptor (Homo sapiens), … | cell-based MOR-DOR heterodimer luminescence, inverse agonism | inhibition, % at 9.3 µM | hit rate 0.21% among 340,000 | AID 504357, 2011; in the data active = inhibition above about 22%, passing the limit was not always enough;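 note: 0% = cells with DMSO and 100% = wells without cells with DMSO; values of inactives mirror those of a sister screen read the other way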
# HTR5A ag = HTR5A agonists in luminescence cell assay, primary screen, counter-screen for OPRM1-OPRD1 heterodimer agonist project, full-deck HTS. 5-hydroxytryptamine receptor 5A (Homo sapiens), P47898. cell-based. activation, % at 9.3 µM. hit rate 0.61% among 340,000. AID 504692, 2011; in the data active = activation mostly above about 9.5%, no sharp cut-off; inactive = mostly below about 7.6%;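 note: 0% = cells with vehicle only and 100% = reference agonist; strong numbers were not always called active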
# Starred values were filed as active, the others as inactive; u = inconclusive; x = no result given.
SMILES,V-ATPase pHluor,CAL PDZ FP,cardiac RTF act,HTR5A inv ag,LANA DNA inh,OPRM1-OPRD1 ag,RTF Ca sens inh,Keap1 Nrf2 FP,OPRM1-OPRD1 inv,HTR5A ag
CCOC(=O)c1ccc(NC(=O)CCOc2ccc(OC)cc2)cc1,-3,0,-1,20,1.2,-1.9,-4,1,8,-7
COc1cccc(C(c2c(C)[nH]n(-c3ccccc3)c2=O)c2c(C)[nH]n(-c3ccccc3)c2=O)c1O,5,0,-3,3,-0.8,-3.5,8,-3,18,-1
COc1ccccc1N=Cc1nc(-c2ccccc2)oc1OC(C)=O,-1,u,5,-2,-1.6,0.7,-6,-100,-4,2
Cc1ccc(CN2CCN(Cc3ccc(-n4cccn4)cc3C)CC2CCO)cc1 (configuration not stated),3,-3,17,6,1.0,-0.5,-10,-4,2,-2
COc1cc(/C=N/NC(=O)c2ccncc2)ccc1OC(=O)c1cccc(Br)c1,-2,-4,-6,-5,0.7,2.4,7,-1,-12,1
Cn1nc(C(=O)N2CCCc3ccccc32)c2ccccc2c1=O,1,-5,6,1,-1.0,-3.5,0,-3,16,-1
CC(C)(C)c1ccc(C2CC2C(=O)N/N=C\c2cc3ccccc3nc2Cl)cc1 (configuration not stated),7,-5,-4,4,0.9,-0.6,4,-1,3,1
COc1ccccc1OCCNC(=O)CNC(=O)c1ccc2c(c1)OCO2,6,-2,-2,-3,0.3,2.5,-13,-2,-16,2
O=C(NCc1ccc2c(c1)OCO2)c1ccc(-c2ccc(Cl)cc2)o1,8,-3,-4,-11,0.2,2.4,-7,0,-14,8
Cc1cccc(C)c1OCc1nnc(SCC(=O)Nc2cccc(C(=O)N3CCOCC3)c2)n1C,-1,-6,-3,-1,0.9,-2.0,4,3,10,4
CCOc1cc(S(=O)(=O)NC2CC(C)(C)NC(C)(C)C2)ccc1F,-3,-15,-2,-10,0.4,-2.6,-2,-5,13,2
Cc1ccc2c(c1)n([O-])c1c([n+]2=O)CCCC1,2,-1,4,-17,-1.5,-0.2,10,-1,1,4
CNc1nnc(-c2cccc(N(C)C)c2)s1,-2,-2,1,16,-0.7,-0.7,2,0,4,3
CCCCCC1CCC(c2n[nH]c(=S)n2C)CC1 (configuration not stated),-1,2,2,10,0.3,-5.0,-7,-1,23,-4
CCOC(=O)c1sc(=S)n(-c2ccc(C)cc2)c1SC,1,1,-2,11,0.4,0.7,-1,-5,-4,-5
O=C(CN1CCN(c2ccc(F)cc2)CC1)Nc1nccs1,-1,-8,0,2,-1.0,-2.0,-2,1,9,-1
C=CCCCCCCCCc1nc(SCC(=O)O)n[nH]1,-4,-2,6,-4,-1.4,-2.9,-3,1,14,1
CCOc1ccc(N(C)S(=O)(=O)c2ccc(C)c(C(=O)NCc3ccccc3OC)c2)cc1,-2,2,1,10,-0.9,-0.8,-1,-6,3,-1
O=C(c1ccccc1NS(=O)(=O)c1cccc([N+](=O)[O-])c1)N1CCOCC1,-2,1,-3,-32,-3.9,-0.6,-8,5,3,1
COc1ccc(S(=O)(=O)N2CCN(CC(=O)Nc3cc(Cl)ccc3Cl)CC2)cc1,-2,-5,-1,-4,2.0,3.7,-15,-1,-15,1
O=C(CSc1ccccc1)N1CCN(c2ccc(F)cc2)CC1,1,-5,-1,-2,-0.6,-1.2,0,-1,6,1
COc1cccc(OCc2cc(C(=O)N3CCN(c4ccccc4O)CC3)no2)c1,-2,0,-2,-13,0.4,1.1,-3,-3,-6,-3
Cc1ccc(C)c(Cc2c(C)nc(C)[nH]c2=O)c1,2,-3,7,-18,0.1,-2.7,-4,-5,14,5
CC[C@]1(C(=O)OC)[C@H]2C(=O)N(C)C(=O)[C@H]2[C@H]2CN=C(SCc3ccc(OC)cc3)N21,-4,3,-4,6,-0.1,-3.2,-1,-2,16,-2
CCN(CC)CCOc1c(Br)ccc2c1sc1nc3n(c(=O)c12)CCC3,-2,-4,1,1,-2.5,-1.8,-5,-1,10,2

# Entries of single compounds as entered above. Order of values: V-ATPase pHluor | CAL PDZ FP | cardiac RTF act | HTR5A inv ag | LANA DNA inh | OPRM1-OPRD1 ag | RTF Ca sens inh | Keap1 Nrf2 FP | OPRM1-OPRD1 inv | HTR5A ag
# Shown for Cc1cccc(C)c1OCc1nnc(SCC(=O)Nc2cccc(C(=O)N3CCOCC3)c2)n1C → -1 | -6 | -3 | -1 | 0.9 | -2.0 | 4 | 3 | 10 | 4
# Shown for O=C(NCc1ccc2c(c1)OCO2)c1ccc(-c2ccc(Cl)cc2)o1 → 8 | -3 | -4 | -11 | 0.2 | 2.4 | -7 | 0 | -14 | 8
# Shown for Cc1ccc2c(c1)n([O-])c1c([n+]2=O)CCCC1 → 2 | -1 | 4 | -17 | -1.5 | -0.2 | 10 | -1 | 1 | 4
# Shown for O=C(CSc1ccccc1)N1CCN(c2ccc(F)cc2)CC1 → 1 | -5 | -1 | -2 | -0.6 | -1.2 | 0 | -1 | 6 | 1

# Back to the main list, starting 2 compounds before the break.
SMILES,V-ATPase pHluor,CAL PDZ FP,cardiac RTF act,HTR5A inv ag,LANA DNA inh,OPRM1-OPRD1 ag,RTF Ca sens inh,Keap1 Nrf2 FP,OPRM1-OPRD1 inv,HTR5A ag
CC[C@]1(C(=O)OC)[C@H]2C(=O)N(C)C(=O)[C@H]2[C@H]2CN=C(SCc3ccc(OC)cc3)N21,-4,3,-4,6,-0.1,-3.2,-1,-2,16,-2
CCN(CC)CCOc1c(Br)ccc2c1sc1nc3n(c(=O)c12)CCC3,-2,-4,1,1,-2.5,-1.8,-5,-1,10,2
Clc1ccc(CN2CCCCCCC2)cc1,1,3,5,2,1.9,1.2,-15,-4,-6,1
CC(=O)OCc1c(F)c(F)c(-n2nc(C)cc2C)c(F)c1F,-3,-2,-3,7,0.2,-4.0,-5,-2,16,-3
O=C(CN1C(=O)NC(Cc2ccccc2)C1=O)Nc1ccc(F)c(F)c1F (configuration not stated),-3,2,0,6,0.9,-4.6,1,0,18,1
CCOC(=O)N1CCN(C(=O)c2ccc(N(Cc3ccc(C)cc3)S(C)(=O)=O)cc2)CC1,-2,-1,-1,12,1.3,-1.1,-6,-4,6,0
COc1ccccc1CCNS(=O)(=O)c1cn(C)nc1C,3,-5,-5,9,-0.6,-3.9,-2,0,21,-2
COc1ccc2nc(NC(=O)CSc3cn[nH]n3)sc2c1,0,-4,-2,4,1.6,2.4,6,0,-13,-2
COc1ccc(N2CCN(S(=O)(=O)c3ccc(OC)c(C(=O)N4CCCC4)c3)CC2)cc1,4,-4,-11,4,0.8,-0.2,6,-3,1,-1
Nc1nonc1C(=O)NCCNCc1c(OCc2ccccc2F)ccc2ccccc12,3,x,2,-6,-0.8,22*,-1,0,-118,2
O=C(NCc1ccco1)c1ccc(Cn2cc([N+](=O)[O-])cn2)o1,-2,x,-7,21,9.5,-1.0,4,-3,5,-7
Cc1ccc(C(C#N)N2CCOCC2)cc1 (configuration not stated),0,x,3,-11,0.3,0.6,-5,-3,-3,0
C[C@H](NC(=O)C1CCN(S(=O)(=O)c2ccccc2)CC1)C(=O)NCc1ccc(F)cc1,-2,x,-3,-5,-0.5,-0.5,-8,5,3,2
COc1ccccc1/C=N/N(C(C)=O)c1nc(-c2ccc(F)cc2)cs1,1,-1,-4,-19,-1.9,1.9,-1,-6,-12,7
O=C(c1cnsn1)N1CCCC(Nc2ccc(F)c(F)c2)C1 (configuration not stated),-3,2,-2,-15,-0.9,-3.4,-1,-7,17,-6
O=[N+]([O-])c1ccc(NC(=S)NCc2ccncc2)cc1,0,-5,-1,16,-1.1,-4.8,9,1,23,2
COC(=O)c1cn(C(=O)c2cc(OC)cc(OC)c2)c2ccccc12,3,0,-10,4,-3.2,1.7,6,4,-8,-1
CN(C(=O)/C=C/c1cnc2ccccc2c1)C1CCCCC1,3,x,1,-3,0.6,-2.9,-1,2,15,3
COC(=O)c1c(C(C)=O)cnc2ccc(Br)cc12,-1,-2,0,-19,0.1,-1.6,-16,4,9,7
CCN1C(=O)c2cccc3c(S(=O)(=O)Nc4ccccc4OC)ccc1c23,1,-2,-2,17,0.9,1.5,-19,-1,-10,0
O=C(Cc1ccccc1)N1CCN=C1SCc1cccc([N+](=O)[O-])c1,2,-2,1,2,-1.4,0.2,-14,0,-1,-1
Cc1ccc(C(=O)N/N=C\c2ccncc2)s1,2,x,-5,16,-1.0,-3.0,-2,-4,21,1
CC(=O)Nc1nc(-c2ccccc2)c(-c2ccccc2)o1,1,0,5,-34,-0.4,-1.7,-1,-3,8,0
O=C(NCc1cccc(Cl)c1)C1CCN(c2nnc(N3CCCC3=O)s2)CC1,1,x,3,-21,0.1,-0.5,0,-5,3,-4
COC(=O)c1ccc(CSc2nnc(-c3c[nH]c4ccccc34)n2C)o1,-4,1,0,4,0.9,1.2,-7,-1,-7,-2
CC(/C=N/NC(=O)c1ccncc1)=C\c1ccco1,-1,x,-1,-16,-2.4,-2.0,4,1,11,-5
O=C1N/C(=N\N=C\c2cccs2)SC1Cc1ccc(Cl)c(Cl)c1 (configuration not stated),-2,-2,-2,13,-0.7,6.0,2,0,-31,-2
# Later entries.
SMILES,V-ATPase pHluor,CAL PDZ FP,cardiac RTF act,HTR5A inv ag,LANA DNA inh,OPRM1-OPRD1 ag,RTF Ca sens inh,Keap1 Nrf2 FP,OPRM1-OPRD1 inv,HTR5A ag
CC(C1CC1)N(Cc1ccccc1)C(=S)Nc1ccccc1 (configuration not stated),6,-2,-5,-3,0.5,0.7,-5,0,-3,1
COCCNC(=O)c1ccc(CSc2nc3ccccc3s2)cc1,-1,-2,-5,6,1.4,-1.9,9,0,10,-1
O=C(COc1ccc(Nc2ccccc2)cc1)OCC(=O)N1CCCCC1,3,-1,2,11,-1.8,-0.8,-9,-2,4,-3
O=C(Nc1ccncc1)c1cccs1,4,1,9,-10,-1.0,-0.7,-4,0,4,-1
Cc1ccc(C)n1-c1nn(S(=O)(=O)c2cccc3cccnc23)c2cccc(F)c12,0,-4,0,-14,0.1,-1.1,2,-3,6,-1
Cc1cc2nc(N3C(=O)CNC3=S)sc2cc1C,2,-1,-2,8,0.8,-2.8,3,0,13,2
CCCN(CC(=O)Nc1ccccc1C)C(=O)C1CCN(C(=O)Nc2ccccc2)CC1,-3,x,-5,-15,-0.1,0.7,-9,-5,-4,6
